Screening results deposited in PubChem by Broad Institute.
Cneo AK release = Cryptococcus neoformans cell lysis inducers, primary screen, AK release luminescence, single concentration; 360,000 compounds, 0.2% hits; lysis activity, % at 15 µM; AID 651654, 2012; C. neoformans lysis, adenylate kinase release luminescence, 4 h; normalised: neutral wells 0, clomiphene wells 100;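 active = mean lysis activity across replicates of at least 80%, whatever share of replicates individually reach that level; inactive = mean lysis activity below 80%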
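Material – Cryptococcus neoformans yeast cells · Quantity – 5 × 10^6 yeast cells/mL · Buffer or medium – YPD medium · Compound – single dose · Timing – 4 h static compound exposure, 37 °C, read 1 h post-reagent · Signal – adenylate kinase release luminescence · Read-out basis – lysis from increased AK signal · Benchmarks – Clomiphene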
C2C12 statin = suppressors of statin myotoxicity in C2C12 myotubes, primary screen, cell-based, single point, plate reader; C2C12 myotubes + simvastatin, ATP luminescence, 48 h; scaled: DMSO 0, geranylgeraniol control 100; 330,000 compounds, 0.78% hits; AID 602340, 2012; rescue of ATP level, % at 7.49 µM;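 active = mean ATP rescue above about 67%, or every replicate alone reaching that limit, limit read from the data, passing the limit was not always enough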;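 also: myotubes were challenged with 10 µM simvastatin during compound exposure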
SIRT5 inh = SIRT5 desuccinylase inhibitors, primary screen, biochemical, fluorescence imaging, single point, set 5 | NAD-dependent protein deacylase sirtuin-5, mitochondrial (Homo sapiens), Q9NXA8 | Purified SirT5, succinyl-peptide AMC, trypsin-coupled fluorescence | inhibition, % at 15 µM | 330,000 compounds, 1.1% hits | AID 652115, 2013; in the data active = inhibition above about 15%
S100A4 MyoIIA = inhibitors of S100A4-myosin IIA peptide binding, primary screen, biochemical, fluorescence polarization, TAMRA-MyoIIA peptide | Protein S100-A4 (Homo sapiens), P26447 | 360,000 compounds, 0.14% hits | inhibition, % at 10.7 µM;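 active = mean inhibition of at least 70% across replicates, with every replicate also reaching that level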
Target sequence (P26447 whole entry, looked up): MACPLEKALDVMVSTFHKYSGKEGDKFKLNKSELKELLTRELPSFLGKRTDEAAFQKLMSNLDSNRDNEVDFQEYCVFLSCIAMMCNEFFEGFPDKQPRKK
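Compound dosing: one dose per compound; test system: human S100A4 monomer with TAMRA-labelled myosin IIA peptide; probe or stimulus: TAMRA-labelled myosin IIA heavy-chain peptide probe, 5 nM; medium: HEPES buffer with Ca2+, pH 7.2; schedule: 5 min incubation before reading; benchmarks: neutral control DMSO, positive control TFP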
ERAP1 inh = human ERAP1 aminopeptidase inhibitors, primary screen, biochemical, single point, plate reader | Endoplasmic reticulum aminopeptidase 1 (Homo sapiens), Q9NZ08 | recombinant ERAP1, Leu-AMC fluorescence, 60 min | inhibition, % at 10.7 µM | 340,000 compounds, 0.15% hits;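 active = mean replicate inhibition of at least 30%, or all replicates individually reaching that 30% level; inactive = mean below 30% and not every replicate reaching it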;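 also: 0% = neutral control wells and 100% = L-leucinethiol positive control wells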
Target sequence (Q9NZ08 whole entry, looked up): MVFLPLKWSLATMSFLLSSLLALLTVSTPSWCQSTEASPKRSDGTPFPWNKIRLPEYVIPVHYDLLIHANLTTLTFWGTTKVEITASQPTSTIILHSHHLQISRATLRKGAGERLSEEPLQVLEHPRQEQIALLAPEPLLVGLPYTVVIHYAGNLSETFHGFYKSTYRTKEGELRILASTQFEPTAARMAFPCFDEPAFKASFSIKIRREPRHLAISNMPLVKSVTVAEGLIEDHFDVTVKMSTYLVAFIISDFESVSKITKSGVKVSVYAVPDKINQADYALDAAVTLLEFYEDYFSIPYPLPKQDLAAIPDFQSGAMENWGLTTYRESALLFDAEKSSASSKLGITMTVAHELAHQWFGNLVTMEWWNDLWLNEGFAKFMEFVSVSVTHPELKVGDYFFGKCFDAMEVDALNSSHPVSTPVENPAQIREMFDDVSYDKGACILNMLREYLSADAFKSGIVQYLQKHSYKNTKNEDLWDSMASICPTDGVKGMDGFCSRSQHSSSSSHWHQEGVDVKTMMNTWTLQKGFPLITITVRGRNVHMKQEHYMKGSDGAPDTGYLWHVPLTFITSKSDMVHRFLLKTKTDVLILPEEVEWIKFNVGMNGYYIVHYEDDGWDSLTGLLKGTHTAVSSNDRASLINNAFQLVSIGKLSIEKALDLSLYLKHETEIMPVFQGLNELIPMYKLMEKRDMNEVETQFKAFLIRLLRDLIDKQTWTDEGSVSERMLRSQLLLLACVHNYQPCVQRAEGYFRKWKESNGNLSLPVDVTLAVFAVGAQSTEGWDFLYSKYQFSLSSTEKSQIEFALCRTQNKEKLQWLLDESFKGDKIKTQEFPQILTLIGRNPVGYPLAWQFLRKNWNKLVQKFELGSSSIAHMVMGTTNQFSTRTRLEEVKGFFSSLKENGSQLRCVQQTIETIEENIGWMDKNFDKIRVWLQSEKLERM
LGR2 inh = inhibitors of bursicon-induced LGR2 CRE-luciferase signal, primary screen, cell-based, HEK293, CRE-luciferase reporter, bursicon stimulation | bursicon-stimulated, 4 h | inhibition, % at 9.99 µM | 380,000 compounds, 0.35% hits | AID 720647, 2013;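 active = drop in luminescence signal, shown as inhibition above about 50% in the replicate tests, limit read from the data, passing the limit was not always enough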;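 also: agonist challenge used bursicon conditioned medium at about half maximal strength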
PGC1a acetyl inh = inhibitors of PGC1a acetylation signal, primary screen, cell-based, U2OS, AlphaScreen, inhibitor mode | AlphaScreen anti-acetyl-lysine; with virally co-expressed GCN5 acetyltransferase | inhibition, % at 15.6 µM | 350,000 compounds, 0.17% hits;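 active = every replicate shows inhibition of at least 40%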;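 also: 0% = neutral control wells and 100% = positive control wells; some results beyond the cut were filed as inactive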
XiGFP reactiv = activators of inactive X chromosome reactivation, primary screen, imaging, XiGFP fibroblasts, GFP high-content imaging, set 2. XiGFP mouse fibroblasts, % GFP-positive cells imaging, 3 d; cells co-treated with 5-aza-dC sensitizer; scaled so ellipticine positive control = 100%. activation, % at 7.58 µM. 360,000 compounds, 0.055% hits;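 active = mean normalized replicate activation at least 10% and every replicate at or above 10%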;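 also: 0% = median of on-plate neutral control wells and 100% = ellipticine 6 µM median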
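material = 68-5-11 XiGFP fibroblast line | medium = DMEM plus 5-aza-dC sensitizer | schedule = 3 days compound exposure | benchmarks = positive control ellipticine, 6 µM final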
The depositor's hits bear a star. These rows are one share of the data (hit frequency here may not be typical).

`S=c1nc(-c2cccc(Br)c2)[nH][nH]1` gave Cneo AK release 2, C2C12 statin -33, SIRT5 inh -2, S100A4 MyoIIA -5, ERAP1 inh 1, LGR2 inh 1 and PGC1a acetyl inh -12.
Screening CCOC(=O)C(=O)Nc1ccccc1C(=O)OC returned SIRT5 inh -2, S100A4 MyoIIA 2, ERAP1 inh -4, LGR2 inh 10, PGC1a acetyl inh 9 and XiGFP reactiv 0.1.
Cc1nc(C(F)(F)F)nc(Nc2ccc(N=Nc3ccccc3)cc2)c1C#N was read as SIRT5 inh -4, S100A4 MyoIIA 1, ERAP1 inh 8, LGR2 inh -8, PGC1a acetyl inh -3 and XiGFP reactiv -0.1.
`COCCNC(=O)C1(C)CCN(Cc2ccccc2C#N)C1` (centres undefined) gave Cneo AK release 1, C2C12 statin 1, SIRT5 inh 3, S100A4 MyoIIA 2, ERAP1 inh -1, LGR2 inh -16, PGC1a acetyl inh 6 and XiGFP reactiv 0.9.
For CC[C@H](C)[C@H]1CNC(=O)C(=O)N1CC1CCN(CCc2ccc(Cl)c(Cl)c2)CC1 the results were Cneo AK release 0, C2C12 statin -1, S100A4 MyoIIA -1, LGR2 inh -6, PGC1a acetyl inh -1 and XiGFP reactiv 0.0.
`O=C(Nc1cccc(F)c1)N1CC(=O)N2[C@@H](CO)[C@H](c3ccc(C#CC4CC4)cc3)[C@@H]2C1` gave SIRT5 inh 9, S100A4 MyoIIA 2, ERAP1 inh -1, LGR2 inh 8, PGC1a acetyl inh -2 and XiGFP reactiv 0.3.
CCOC(=O)c1[nH]c(=O)[nH]c1CSc1ccccn1 was read as Cneo AK release 5, C2C12 statin 6, SIRT5 inh -7, S100A4 MyoIIA 18, ERAP1 inh -1 and LGR2 inh -4.
`CCCNC(=O)C1(C)CCN(C(=O)c2ccccc2OC)C1` (centres undefined) gave Cneo AK release 0, C2C12 statin 7, SIRT5 inh -8, S100A4 MyoIIA -4, ERAP1 inh 1, LGR2 inh -26, PGC1a acetyl inh 1 and XiGFP reactiv -0.1.
Screening CC(=O)C1=NN(c2ccccc2)C(c2ccc3c(c2)OCO3)N1c1ccc(N2CCOCC2)cc1 (centres undefined) returned Cneo AK release -1, C2C12 statin -16, LGR2 inh 6, PGC1a acetyl inh 0 and XiGFP reactiv -0.1.
Screening COc1ccc(COCC(O)CN2CCCC(C(F)(F)F)C2)cc1 (centres undefined) returned Cneo AK release 1, C2C12 statin 38, SIRT5 inh -4, S100A4 MyoIIA 9, ERAP1 inh 2, LGR2 inh -3 and XiGFP reactiv 0.2.
For CO[C@H](CN(C)C(=O)C1CCOCC1)[C@@H](C)CN(C(=O)Nc1ccc(C(F)(F)F)cc1)[C@H](C)CO the results were Cneo AK release -1, C2C12 statin -5, SIRT5 inh 5, S100A4 MyoIIA 7, ERAP1 inh -5 and PGC1a acetyl inh 5.
CC=Cc1ccc2n(c1=O)C[C@@H]1[C@@H](CO)[C@H](C(=O)NCCc3cn(C)cn3)[C@H]2N1C(=O)C1CCCC1 (mixture of isomers) was read as Cneo AK release 0, C2C12 statin -5, SIRT5 inh -18, S100A4 MyoIIA 12, ERAP1 inh -2, LGR2 inh -5, PGC1a acetyl inh 2 and XiGFP reactiv 0.0.
For Cc1cc(C=O)c(C)n1-c1cccc(C(=O)O)c1 the results were SIRT5 inh 4, S100A4 MyoIIA -7, ERAP1 inh 2, LGR2 inh -6, PGC1a acetyl inh 10 and XiGFP reactiv 0.1.
Cc1c(Cc2ccccc2)c(=O)oc2c(C)c(OCC(=O)N3CCC(C(=O)O)CC3)ccc12 was read as Cneo AK release 2, C2C12 statin -1, SIRT5 inh -25, S100A4 MyoIIA 2, ERAP1 inh -19, LGR2 inh 2 and PGC1a acetyl inh 4.
CC1(C(=O)NS(=O)(=O)c2cccc(OC(F)F)c2)CCN1C(=O)C1CC1 (centres undefined) was read as Cneo AK release 0, C2C12 statin 7, SIRT5 inh -2, S100A4 MyoIIA 8, ERAP1 inh 1, LGR2 inh 4, PGC1a acetyl inh -5 and XiGFP reactiv 0.1.
`CSC1=NCCN1S(=O)(=O)c1ccccc1` gave SIRT5 inh -1, S100A4 MyoIIA 0, ERAP1 inh 4, LGR2 inh 24 and XiGFP reactiv 0.2.
For CCN(CC)CCOC(=O)c1ccc(NC(=O)/C=C/c2cccs2)cc1 the results were SIRT5 inh 4, S100A4 MyoIIA 10, ERAP1 inh 2, LGR2 inh -12 and XiGFP reactiv 0.1.
Screening COc1cc(N2CCOCC2)ccc1C=C(C#N)C#N returned Cneo AK release 0, C2C12 statin 6, SIRT5 inh -1, S100A4 MyoIIA -2, ERAP1 inh -6, LGR2 inh 16, PGC1a acetyl inh 7 and XiGFP reactiv -0.1.
COc1ccccc1CCC(=O)Nc1ccc(S(=O)(=O)Nc2ncccn2)cc1 was read as Cneo AK release 3, C2C12 statin -10, S100A4 MyoIIA -15, ERAP1 inh -2, LGR2 inh -25 and XiGFP reactiv -0.1.
`NC(=S)c1cc2cc(Cl)ccc2oc1=O` gave Cneo AK release 1, SIRT5 inh -2, S100A4 MyoIIA -9, ERAP1 inh 0, LGR2 inh 4, PGC1a acetyl inh 9 and XiGFP reactiv 0.1.

An excerpt of the results above:
COc1ccccc1CCC(=O)Nc1ccc(S(=O)(=O)Nc2ncccn2)cc1 was read as Cneo AK release 3, C2C12 statin -10, S100A4 MyoIIA -15, ERAP1 inh -2, LGR2 inh -25 and XiGFP reactiv -0.1.
`NC(=S)c1cc2cc(Cl)ccc2oc1=O` gave Cneo AK release 1, SIRT5 inh -2, S100A4 MyoIIA -9, ERAP1 inh 0, LGR2 inh 4, PGC1a acetyl inh 9 and XiGFP reactiv 0.1.

Continued:
For N#Cc1c(C(F)(F)F)cc(-c2ccc(F)cc2)nc1SCC(=O)O the results were SIRT5 inh 6, S100A4 MyoIIA -7, ERAP1 inh 0, LGR2 inh 17 and XiGFP reactiv 0.3.
`COC(=O)/C=C1/S/C(=N/N=C/c2ccco2)NC1=O` gave Cneo AK release 0, SIRT5 inh 3, S100A4 MyoIIA 1, ERAP1 inh 1, LGR2 inh 11, PGC1a acetyl inh 10 and XiGFP reactiv 0.2.
CCCNC(=O)[C@H]1[C@H](CO)[C@H]2Cn3c(ccc(-c4ccc(F)cc4)c3=O)[C@H]2N1CC1CC1 was read as Cneo AK release -6, C2C12 statin 21, SIRT5 inh 16*, S100A4 MyoIIA 10, ERAP1 inh 0, LGR2 inh 2 and XiGFP reactiv 0.3.
For c1cncc(C2Nc3ccccc3-c3nc4ccccc4n32)c1 (centres undefined) the results were Cneo AK release 0, C2C12 statin -10, SIRT5 inh -14, S100A4 MyoIIA 0, ERAP1 inh -4, LGR2 inh 12 and PGC1a acetyl inh -33.
Screening O=c1c2ccccc2ncn1Cc1ccco1 returned Cneo AK release 10, C2C12 statin 15, SIRT5 inh -4, S100A4 MyoIIA -7, ERAP1 inh 3, LGR2 inh -3 and PGC1a acetyl inh 15.
CCOc1ccccc1N(CC(=O)NCCSc1ccccn1)S(=O)(=O)c1ccc(C)cc1 was read as Cneo AK release -1, C2C12 statin -12, SIRT5 inh 0, S100A4 MyoIIA -6, ERAP1 inh -3, LGR2 inh -4, PGC1a acetyl inh -2 and XiGFP reactiv 0.0.
For O=C(c1ccc(F)cc1)N1CC(=O)N2[C@H](CO)[C@H](c3ccc(-c4cccnc4)cc3)[C@@H]2C1 the results were SIRT5 inh -5, S100A4 MyoIIA 6, ERAP1 inh -1, LGR2 inh 8, PGC1a acetyl inh 5 and XiGFP reactiv 0.0.
For O=C(COc1ccc(Cl)cc1)N1CCN(S(=O)(=O)c2ccccc2)CC1 the results were Cneo AK release -1, C2C12 statin 20, LGR2 inh 2 and PGC1a acetyl inh -18.
`C[C@@H]1CN([C@H](C)CO)C(=O)c2cc(NC(=O)c3ccncc3)ccc2O[C@@H](C)CCCCO[C@H]1CN(C)C` gave Cneo AK release -6, C2C12 statin -15, SIRT5 inh -1, S100A4 MyoIIA 2, ERAP1 inh -1, LGR2 inh -6, PGC1a acetyl inh -20 and XiGFP reactiv 0.1.
Screening COC(=O)c1cc(C(=O)N2CCN(c3ncccn3)CC2)cc([N+](=O)[O-])c1 returned Cneo AK release -1, C2C12 statin 4, SIRT5 inh -2, S100A4 MyoIIA -6, ERAP1 inh 9, LGR2 inh -4 and XiGFP reactiv 0.3.
CC(=O)Nc1ccc(NC(=O)COc2cccc3ccccc23)cc1 was read as Cneo AK release 1, C2C12 statin -1, S100A4 MyoIIA 1, ERAP1 inh 0, LGR2 inh 4, PGC1a acetyl inh -6 and XiGFP reactiv 0.3.
Screening CC(Sc1ccccc1)C(=O)N1CCN(S(=O)(=O)c2ccccc2C(F)(F)F)CC1 (centres undefined) returned Cneo AK release -1, SIRT5 inh -1, S100A4 MyoIIA 0, ERAP1 inh -1, LGR2 inh 3, PGC1a acetyl inh 2 and XiGFP reactiv 0.4.
For C[C@H](CO)N1C[C@H](C)[C@@H](CN(C)C(=O)Nc2ccccc2)Oc2ccc(NC(=O)C3CC3)cc2CC1=O the results were Cneo AK release 1, C2C12 statin -5, SIRT5 inh 0, S100A4 MyoIIA 1, ERAP1 inh 0, LGR2 inh -5, PGC1a acetyl inh -4 and XiGFP reactiv 0.0.
`CCCNC(=O)N1C[C@H](C)[C@@H](OC)CN(C)C(=O)c2cc(NC(=O)C3CCC3)ccc2OC[C@H]1C` gave C2C12 statin 2, LGR2 inh -9, PGC1a acetyl inh 4 and XiGFP reactiv 0.4.
CN(C)/N=C/c1ccc(P(c2ccc(/C=N/N(C)C)o2)c2ccc(/C=N/N(C)C)o2)o1 was read as Cneo AK release 10, SIRT5 inh 2, S100A4 MyoIIA 6, ERAP1 inh 8, LGR2 inh -10, PGC1a acetyl inh 6 and XiGFP reactiv 0.1.
Screening C=CCNc1nc(C(=O)OCC(=O)Nc2cc(S(C)(=O)=O)ccc2Cl)cs1 returned SIRT5 inh 1, S100A4 MyoIIA 3, ERAP1 inh 2, LGR2 inh 2 and XiGFP reactiv 0.0.
Screening COc1ccc(Cc2nnc(SCC(=O)Nc3cc(Cl)ccc3C)[nH]c2=O)cc1 returned C2C12 statin 11, SIRT5 inh -9, S100A4 MyoIIA 1, ERAP1 inh -1, LGR2 inh 9 and XiGFP reactiv -0.1.
`Cc1nnsc1S(=O)c1ccccc1Cl` (centres undefined) gave Cneo AK release -1, C2C12 statin 6, SIRT5 inh -1, S100A4 MyoIIA -4, ERAP1 inh 4, LGR2 inh 1, PGC1a acetyl inh 0 and XiGFP reactiv 0.1.
O=C(C[C@@H]1C[C@@H]2c3cc(NC(=O)Nc4ccccc4F)ccc3O[C@@H]2[C@@H](CO)O1)NC1CCCCC1 was read as Cneo AK release 13, C2C12 statin -3, S100A4 MyoIIA -4, ERAP1 inh 1, LGR2 inh 8, PGC1a acetyl inh -4 and XiGFP reactiv 0.0.
